3CLpro inhibitor: SARS-CoV 3CLpro protease inhibition. AID 1706. P0C6X7. 290,000 tested, 0.14% active. recombinant SARS-CoV 3CLpro, quenched FRET peptide cleavage. inhibition, % at 6 µM; in the data active = inhibition above about 12%
PfHsp40 yeast: compounds rescuing yeast from Plasmodium falciparum HSP40 toxicity. 340,000 tested, 0.68% active. S. cerevisiae expressing PfHsp40, growth rescue, ATP luminescence. growth rescue, % at 12.5 µM; in the data active = growth rescue above about 28%, passing the limit was not always enough; inconclusive = no clear call, values can overlap the other calls;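 note: yeast W303a lacking pdr1 and pdr3 grown in galactose medium; growth measured after three days at 30 °C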
BoNT A protease: blocks Botulinum neurotoxin A light chain protease. multiplex microsphere protease substrate cleavage, flow cytometry. inhibition, % at 10 µM. 360,000 tested, 0.17% active; note: plate controls were buffer without enzyme for full effect and enzyme alone for no effect
Y pestis TopoI: Y. pestis Topo-I inhibition via cleavage products; Y. pestis Topo-I cleavage product accumulation, plate reader; 360,000 tested, 0.064% active; activity, % at 10 µM; in the data active = activity above about 50%, passing the limit was not always enough; inconclusive = no clear call, values can overlap the other calls; note: inactives centre near 2
PrPC surface inh: cell surface PrPC inhibition, primary TR-FRET screen. P04156. TR-FRET read-out. inhibition, % at 13.8 µM. 370,000 tested, 0.43% active; in the data active = inhibition above about 24%; note: 0% = median of the test wells and 100% = reference compound wells
PriA SSB inh: inhibitors of Klebsiella pneumoniae PriA binding to SSB C-terminal tail. AlphaScreen SSBct-PriA binding, biotinylated peptide. inhibition, % at 33 µM. 430,000 tested, 0.6% active. AID 1272365; in the data active = inhibition mostly above about 37%, no sharp cut-off; inactive = mostly below about 20%;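 note: plate controls were negative control peptide for no effect and reference peptide for full effect; strong numbers were not always called active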
Vc quorum ag: quorum light induction in luxS cqsA deficient V. cholerae; V. cholerae BH1578 lux reporter, luminescence, 6 h; 350,000 tested, 0.16% active; activation, % at 18.7 µM; in the data active = activation mostly above about 9.7%, no sharp cut-off; inconclusive = no clear call, values can overlap the other calls; inactive = mostly below about 3.7%; note: not every result past the cut was called active; inactives centre near 0; reference of the scale not given here
Anthrax LF inh2: blocks Bacillus anthracis lethal factor protease | P15917 | multiplex microsphere protease cleavage assay, LF | inhibition, % at 10 µM | 360,000 tested, 0.12% active | AID 588501; note: plate controls were buffer without enzyme for full effect and enzyme alone for no effect
TcdB GH inh: TcdB glycohydrolase inhibition; P18177; TcdB glycohydrolase enzymatic assay, plate reader; inhibition, % at 9.99 µM; 350,000 tested, 0.24% active; in the data active = inhibition above about 10%
The depositor's hits bear a star; i = inactive; ? = inconclusive; / = no result given; & = joins results of further samples. Cut-off read from the data, not from the text of the source, unless noted: active = inhibition above about 30%; inconclusive = no clear call, values can overlap the other calls; inactive = below that. Only part of the results is shown. The share of hits here may be higher or lower than overall.

#1 C/C(=N\NC(N)=O)c1cc(Cl)cc(Cl)c1O
#2 C=CCOC(=O)C1C(=O)CC(C)(O)C(C(=O)OCC=C)C1c1ccc(N(C)C)cc1 (stereo not given)
#3 Nc1cc(=O)[nH]c(=S)n1-c1cccc(C(F)(F)F)c1
#4 COc1ccc(OC)c(-c2nnc3n2N=C(c2ccc(OC)c(OC)c2)CS3)c1
#5 CCOC(=O)c1cnn(-c2ncnc3sc(C)c(C)c23)c1N
#6 CCNc1nc(NCC)n2c(SCC(=O)Nc3ccc(NC(C)=O)cc3)nnc2n1
#7 CCCOc1ccc(C(C)(O)CN2CCOCC2)cc1 (stereo not given)
#8 O=C(c1ccc(Br)o1)N1CCN(Cc2ccc3c(c2)OCO3)CC1
#9 CC(=O)Nc1ccc(C(=O)OCC(=O)NCc2ccc3c(c2)OCO3)cc1
#10 Cc1cn([C@H]2C[C@H](O)[C@@H](CNCc3ccccc3)O2)c(=O)[nH]c1=O
Screen / compound no.,1,2,3,4,5,6,7,8,9,10
3CLpro inhibitor,1,0,4,/,6,/,-5,0,/,/
PfHsp40 yeast,/,0.1,4.6,-0.6,-0.3,0.0,-1.3,-0.7,1.4,/
BoNT A protease,4.7,-1.0,-0.4,0.2,-0.1,-1.3,-0.2,/,-0.1,-0.2
Y pestis TopoI,-2,1,10,15,2,1,1,15,-3,0
PrPC surface inh,-5,0,-1,24,1,4,15,-3,2,-1
PriA SSB inh,/,-3,-17,-1,-15,-1,-20,0,-7,/
Vc quorum ag,-0.6,-0.6,i,-0.8,i,i,-0.7,-0.3,3.4,-0.4
Anthrax LF inh2,?,2,-5,-3,2,-3,-2,/,-8,-7
TcdB GH inh,0.2,-3.0,/,1.0,/,1.0,/,/,-6.3,1.2

#11 O=C(c1cc([N+](=O)[O-])ccc1N1CCOCC1)N1CCN(S(=O)(=O)c2cc(Cl)ccc2Cl)CC1
#12 Cc1ccc(C(=O)CSc2nnc(-c3c[nH]c4ccccc34)o2)cc1
#13 CC(NC(=O)Cn1ncc(Cl)c(Cl)c1=O)C12CC3CC(CC(C3)C1)C2 (stereo not given)
#14 CCOC(=O)NCc1ccc(S(=O)(=O)Nc2c(C)cccc2C)cc1
#15 COc1ccc(S(=O)(=O)Nc2cc3c4c(c2)CCN4C(=O)CC3)cc1
#16 COc1ccc(/C=C/C(=O)Nc2ccc3nc4n(c(=O)c3c2)CCCC4)cc1OC
#17 COc1ccc(C(C)=O)cc1Cn1c(C)c(C(=O)NCC(C)C)sc1=O
#18 CN(Cc1ccco1)C(=O)C1CCC(=O)N1Cc1ccc(F)cc1 (stereo not given)
#19 O=C(NC1CCN(C(=O)Nc2ccccc2Cl)CC1)c1cccc(F)c1
#20 COc1cc(C(=O)NCCCNc2nc3cc(C)c(C)cc3cc2C#N)cc(OC)c1OC
Screen / compound no.,11,12,13,14,15,16,17,18,19,20
3CLpro inhibitor,/,0,-1,2,/,1,/,-4,-7,-2
PfHsp40 yeast,-0.6,-0.3,-0.2,-1.1,1.1,-0.4,/,-0.1,-0.3,0.7
BoNT A protease,4.1,?,1.3,0.2,/,-0.7,-1.5,0.0,-1.2,3.6
Y pestis TopoI,23,-5,2,-9,-3,-10,4,2,-13,6
PrPC surface inh,-1,-1,/,-3,0,0,-1,1,7,0
PriA SSB inh,6,-2,-6,-12,-17,-10,/,-11,10,-7
Vc quorum ag,i,-2.1,-0.3,-0.4,-0.3,-0.2,-0.4,i,-0.3,i
Anthrax LF inh2,-4,-6,0,-2,/,-3,-1,1,0,1
TcdB GH inh,1.0,/,/,/,0.9,0.0,1.4,/,-1.0,2.0

#21 COC(=O)C1=C(c2ccc(OC(F)(F)F)cc2)C[C@@H]2CC[C@H]1N2C(=O)N1CCC(C)CC1
#22 COc1ccc(C=NNC(=S)NC23CC4CC(CC(C4)C2)C3)cc1OC
#23 O=C(NCc1ccc2c(c1)OCO2)C1CC(=O)N(c2ccc(O)cc2)C1 (stereo not given)
#24 CN(C)CCCOC(=O)c1sc2ccccc2c1Cl
#25 N#Cc1ccc(C(=O)NC(=S)NC2CCCCC2)cc1
#26 Cc1ccc2cc3cc(C(=O)NC4CC4)oc3nc2c1
#27 O=C(NNc1ccc([N+](=O)[O-])cn1)Nc1ccc(N=Nc2ccccc2)cc1
#28 O=C(NCc1ccco1)c1ccc(S(=O)(=O)c2cccc(S(=O)(=O)N3CCOCC3)c2)cc1
#29 O/N=C/c1cc(Br)ccc1OCc1ccc(F)cc1
#30 CN(C)c1ccc(CNCCC(Cc2ccccc2)c2ccco2)cc1 (stereo not given)
Screen / compound no.,21,22,23,24,25,26,27,28,29,30
3CLpro inhibitor,/,/,4,3,/,-6,/,3,3,1
PfHsp40 yeast,41*,1.6,0.3,-0.1,1.0,4.1,-0.1,0.3,-0.2,0.3
BoNT A protease,-0.5,-0.5,0.8,-0.2,-11,-1.5,-0.7,23,-0.3,-1.5
Y pestis TopoI,41,14,-2,0,-7,6,0,-1,-9,21
PrPC surface inh,13,1,2,10,0,-19,-9,7,-3,7
PriA SSB inh,-13,-4,-1,-3,3,-18,7,-2,/,57*
Vc quorum ag,-0.8,-1.1,-0.7,0.3,i,-2.1,1.0,2.0,i,i
Anthrax LF inh2,0,-4,1,1,-7,1,-10,6,-3,-5
TcdB GH inh,1.4,-0.4,/,1.6,1.4,-0.3,-0.2,/,/,-2.5

#31 O=C(/C=C/c1ccc(F)cc1)NC(=S)N1CCCCC1c1cccnc1 (stereo not given)
#32 Cc1cc(C)c2c(=O)n(CC(=O)Nc3ccc(Br)c(C)c3)sc2n1
#33 COc1ccc(-c2nc(CN(CC3CCC(=O)N3)C(C)C)c(C)o2)c(C)c1C (stereo not given)
#34 COc1ccc(NC(=O)c2nn(C)c3c2CS(=O)(=O)c2ccccc2-3)cc1
#35 CCCCN(C(=O)C1=NN(c2cc(C)ccc2C)C(=O)CC1)c1c(N)n(CCC)c(=O)[nH]c1=O
#36 O=c1c2c(-c3ccc([N+](=O)[O-])cc3)csc2nc2n1CCCCC2
#37 Cc1ccc2nc(N3CCN(C(=O)c4ccco4)CC3)c3nncn3c2c1
#38 O=C(Nc1ncc(Cc2cccc(Cl)c2)s1)C1=NCCN1
#39 O=c1[nH]c2cc(Cl)cc([N+](=O)[O-])c2c2ccc(Cl)cc12
#40 CC/C(=N\NC(=O)c1ccccc1)c1c(O)n(Cc2ccccc2)c(=O)[nH]c1=O
Screen / compound no.,31,32,33,34,35,36,37,38,39,40
3CLpro inhibitor,2,0,0,-3,/,2,-12,-2,/,3
PfHsp40 yeast,-0.1,-0.8,-1.9,0.4,-1.0,20,-0.9,1.7,/,/
BoNT A protease,?,2.1,-1.6,-1.5,-3.1,-0.5,2.7,-1.0,-0.2,-0.4
Y pestis TopoI,-5,2,21,3,3,19,6,1,1,8
PrPC surface inh,-6,1,6,2,4,-14,6,7,1,3
PriA SSB inh,6,-1,-5,-6,-6,11,5,-4,/,/
Vc quorum ag,5.0,-0.3,-0.3,i,i,-1.6,i,-6.2,i,i
Anthrax LF inh2,12,-13,-9,1,-4,-1,-1,6,-2,0
TcdB GH inh,0.1,0.4,0.1,1.3,-6.6,0.8,2.0,0.3,1.4,0.2

An excerpt from the list above, for reference:
#38 O=C(Nc1ncc(Cc2cccc(Cl)c2)s1)C1=NCCN1
#39 O=c1[nH]c2cc(Cl)cc([N+](=O)[O-])c2c2ccc(Cl)cc12
#40 CC/C(=N\NC(=O)c1ccccc1)c1c(O)n(Cc2ccccc2)c(=O)[nH]c1=O
Screen / compound no.,38,39,40
3CLpro inhibitor,-2,/,3
PfHsp40 yeast,1.7,/,/
BoNT A protease,-1.0,-0.2,-0.4
Y pestis TopoI,1,1,8
PrPC surface inh,7,1,3
PriA SSB inh,-4,/,/
Vc quorum ag,-6.2,i,i
Anthrax LF inh2,6,-2,0
TcdB GH inh,0.3,1.4,0.2

(cont.)
#41 CC(C)(C)N(Cc1ccccc1)C(=O)CN1C(=O)c2ccccc2S1(=O)=O
#42 CCOC(=O)N1CCN(C(=O)c2c[nH]c3ccc(S(=O)(=O)N(C)c4ccc(F)cc4)cc3c2=O)CC1
#43 O=C(NCC1CC1)Nc1cccc(C(F)(F)F)c1
#44 O=C(Nc1ccc(Br)cc1)C1CC(c2c(F)cccc2Cl)=NO1 (stereo not given)
#45 Cc1cn(C2CCCCO2)c(=O)[nH]c1=O (stereo not given)
#46 COc1ccc(N(CC(=O)Nc2ccccc2F)S(=O)(=O)c2ccc(OC)c(OC)c2)cc1
#47 CCCCC(=O)N1C/C=C\C(c2ccc(OC)cc2)N(Cc2ccc(F)cc2)C(=O)C1 (stereo not given)
#48 N#CCCn1cc(/C=N/O)c(-c2ccccc2)n1
#49 O=C(CSc1nnnn1C1CCCC1)NCCc1ccccc1
#50 O=C(NC(=C(Cl)Cl)S(=O)(=O)c1ccc(Cl)cc1)c1ccccc1
Screen / compound no.,41,42,43,44,45,46,47,48,49,50
3CLpro inhibitor,/,-2,7,1,/,-2,/,-2,0,4
PfHsp40 yeast,-0.2,1.4,0.1,4.1,-0.9,0.1,1.2,-0.1,0.3,1.4
BoNT A protease,0.0,0.8,1.2,-2.0,0.4,-0.1,-0.1,0.9,0.9,0.5
Y pestis TopoI,7,1,-7,11,0,-8,9,8,10,0
PrPC surface inh,-7,2,5,14,-3,3,-3,-11,-6,1
PriA SSB inh,-12,-9,-9,-8,-9,2,-4,/,-1,-1
Vc quorum ag,0.0,i,i,-0.1,i,-1.1,-0.3,-0.2,-0.5,-0.4
Anthrax LF inh2,-11,2,10,-12,1,6,0,-4,-7,-4
TcdB GH inh,-1.2,1.9,-0.7,0.1,0.8,0.8,-0.1,2.0,0.3,1.9

#51 CCOc1ccc(NC(=O)CN(C)CC(=O)Nc2cccc(Cl)c2C)cc1OCC
#52 CCc1ccc2[nH]c(C)c(CN3CCCCCC3)c(=O)c2c1
#53 COc1ccc2c(c1)[C@H]1[C@H](CO2)[C@H](c2ccccc2)[C@]2(C)C(=O)N(Cc3ccc(C)cc3)CC(=O)N12
#54 O=C1NC2C(=CC(O)C(O)C2O)c2cc3c(cc21)OCO3 (stereo not given)
#55 Clc1ccccc1-c1ccc2ncnc(NCc3cccnc3)c2c1
#56 CC(NC(C)(C)C)C(=O)c1cccc(Cl)c1 (stereo not given)
#57 CCCCN(C(=O)C1=COCCO1)c1c(N)n(CCCC)c(=O)[nH]c1=O
#58 NC(CCc1ccccc1)c1csc(NC(=O)Nc2cccc(Cl)c2)n1 (stereo not given)
#59 O=C(CN1CCC(C(=O)c2cccc(F)c2)CC1)NCc1cccs1
#60 CCC(c1nnnn1-c1ccc(OC)cc1)N1CCC2(CC1)C(=O)NCN2c1ccccc1 (stereo not given)
#61 CC[C@]1(c2cccc(C)c2)C(=O)N(C(=O)OC)N1C(=O)OC
#62 Cc1ccccc1C(=O)N1CCN(c2ccc(NC(=O)c3ccco3)cc2Cl)CC1
#63 CCC1CCC2(CC1)NC(=O)N(CC(=O)Nc1cc(C)on1)C2=O (stereo not given)
Screen / compound no.,51,52,53,54,55,56,57,58,59,60,61,62,63
3CLpro inhibitor,2,2,/,/,/,1,/,/,0,/,-1,0,3
PfHsp40 yeast,0.2,-1.0,0.8,0.3,-1.5,-0.8,-0.9,/,1.1,/,2.0,2.0,-1.1
BoNT A protease,1.4,-3.4,0.3,-0.3,-0.4,-1.1,?,-0.4,0.3,-0.4,-0.5,-0.7,1.8
Y pestis TopoI,5,1,6,2,11,1,15,-13,3,/,6,-6,1
PrPC surface inh,-1,-11,/,91*,-9,-8&7,-2,5,-4,-6,-4,11,1
PriA SSB inh,-17,-6,-1,-12,-16,-20,-11,/,-1,/,7,8,8
Vc quorum ag,/,-0.6,-0.5,i,i,0.4,-1.4,-0.3,-9.1,/,0.2,/,-0.2
Anthrax LF inh2,1,-7,1,-6,0,0,0,-5,0,-2,5,5,2
TcdB GH inh,/,0.5,/,-11,0.7,0.7&0.3,4.5,-0.2,0.1,0.6,2.9,/,/

Source: PubChem (several laboratories)
